Assay outcomes from PubChem.
FBW7 act: FBW7 E3 ligase activators, primary screen, biochemical, AlphaScreen, human; AID 1259310, 2017; 0.13% of 650,000 active; normalized activity (activation), % at 26.1 µM; AlphaScreen FBW7–phospho-cyclin E peptide binding, activator screen; F-box/WD repeat-containing protein 7 (Homo sapiens), Q969H0; in the data active means normalized activity above about 1.9%;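 further: purified mutant Fbw7 with reduced substrate affinity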
GPR151 activ: activators of human GPR151, primary screen, cell-based, PathHunter beta-arrestin, luminescence; G-protein coupled receptor 151 (Homo sapiens), Q8TDV0; PathHunter beta-arrestin GPR151 cells; activation, % at 11.2 µM; 1% of 650,000 active; in the data active means activation above about 4.9%;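 further: 0% = median of compound wells and 100% = cells with positive control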
Target sequence (Q8TDV0 whole entry, looked up): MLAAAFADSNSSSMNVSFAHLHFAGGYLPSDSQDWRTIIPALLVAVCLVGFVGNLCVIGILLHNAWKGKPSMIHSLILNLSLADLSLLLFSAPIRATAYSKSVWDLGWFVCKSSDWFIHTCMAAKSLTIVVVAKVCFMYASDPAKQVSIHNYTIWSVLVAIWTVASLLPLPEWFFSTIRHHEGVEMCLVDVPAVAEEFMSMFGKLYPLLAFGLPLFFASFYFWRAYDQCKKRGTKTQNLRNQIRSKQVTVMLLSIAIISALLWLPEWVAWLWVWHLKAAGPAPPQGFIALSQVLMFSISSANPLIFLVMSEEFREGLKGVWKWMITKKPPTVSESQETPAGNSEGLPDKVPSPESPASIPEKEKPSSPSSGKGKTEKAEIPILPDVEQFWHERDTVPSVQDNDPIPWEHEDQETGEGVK
TEAD-YAP inh: TEAD-YAP interaction inhibition, primary screen, TEAD-YAP interaction inhibitor project, luminescence, HEK-TIYL cells | 1.4% of 640,000 active | TEAD-Gal4/YAP UAS-luciferase luminescence | inhibition, % at 9.12 µM; in the data active means inhibition above about 32%;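 further: 0% = median of test compound wells and 100% = reference inhibitor wells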
MITF inh: MITF inhibitors, primary screen, biochemical, AlphaScreen, human; Microphthalmia-associated transcription factor (Homo sapiens), O75030; 0.91% of 650,000 active; AlphaScreen MITF homodimerization, bead proximity signal; inhibition, % at 2.6 µM; in the data active means inhibition above about 50%;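 further: 0% = vehicle wells with protein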
Target sequence (O75030 whole entry, looked up): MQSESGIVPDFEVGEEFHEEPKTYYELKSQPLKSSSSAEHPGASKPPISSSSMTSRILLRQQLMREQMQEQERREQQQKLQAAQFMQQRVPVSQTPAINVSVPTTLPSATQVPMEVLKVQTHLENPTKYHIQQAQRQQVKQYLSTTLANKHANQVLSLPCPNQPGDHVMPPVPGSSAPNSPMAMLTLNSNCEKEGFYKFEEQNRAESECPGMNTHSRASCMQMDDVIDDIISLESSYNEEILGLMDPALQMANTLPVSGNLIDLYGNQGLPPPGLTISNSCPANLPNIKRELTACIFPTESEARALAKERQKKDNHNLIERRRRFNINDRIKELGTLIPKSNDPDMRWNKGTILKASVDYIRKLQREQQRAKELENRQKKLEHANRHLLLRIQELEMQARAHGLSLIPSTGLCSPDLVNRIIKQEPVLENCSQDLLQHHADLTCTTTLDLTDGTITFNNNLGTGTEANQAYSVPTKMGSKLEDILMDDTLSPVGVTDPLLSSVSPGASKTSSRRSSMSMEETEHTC
* marks the source's active call; other numbers are inactive results.

The line under a structure holds: FBW7 act	GPR151 activ	TEAD-YAP inh	MITF inh
O=C(Nc1cc2ccccc2oc1=O)c1ccc(Br)cc1
    -0.1	-0.2	-26	-13
COc1ccc(Cl)cc1C(=O)N1CCc2ccccc2C1
    -0.1	-0.7	3	-6
Cc1ccc(NC(=O)/C(=C/c2ccc3c(c2)OCO3)NC(=O)c2ccc(Br)cc2)cc1F
    -0.2	1.7	5	-10
CC(=O)N(c1ccc2ccccc2c1)S(=O)(=O)c1ccc(Cl)cc1
    -0.1	-0.2	-10	1
CCN(CC)C(=O)CN1C(=O)C2(OCC(CO)([N+](=O)[O-])CO2)c2ccccc21 (stereo not given)
    -0.2	2.0	-10	-6
CCOc1ccc(C(=O)CCN(C)C)cc1
    -0.1	-0.1	6	-22
c1csc(CNc2ccnc3c(-c4ccoc4)cnn23)c1
    -0.9	0.5	-57	-6
Cc1ccc(Cl)cc1N1CCN(C(=O)C2CCC(=O)N2C(C)C)CC1 (stereo not given)
    0.0	4.7	-1	-1
CS(=O)(=O)N(CC(=O)Nc1ccccc1)c1cccc(Cl)c1Cl
    0.2	-0.1	8	2
NCCCC[C@@H]1NC(=O)[C@@H]2C[C@H](NC(=O)NCc3cccc(F)c3)CN2C1=O
    0.6	-0.2	9	12
O=c1c2ccccc2nc(SCc2cc(F)cc3c2OCOC3)n1NS(=O)(=O)c1ccc(Cl)cc1
    0.1	-1.9	2	4
CCCCc1ccc(Nc2n[nH]c(=S)s2)cc1
    0.0	-0.1	-22	15
O=C(CCS(=O)(=O)c1cccc2nonc12)NCc1cccs1
    -0.1	-1.0	-2	-2
CCOC(=O)c1oc2ccccc2c1NC(=O)CCN(CC)CC
    0.3	1.7	2	-10
COc1ccccc1CNC(=O)Cc1noc2ccccc12
    0.0	-2.2	-6	-1
O=C(Nc1nccs1)C1=COCCO1
    0.0	0.7	-10	-4
CN(C)S(=O)(=O)N1CCc2ccc(NC(=O)Cc3ccccc3F)cc2C1
    0.0	0.7	-14	2
Cc1ccc(C(=O)[C@H]2[C@H](c3ccccc3)C(C#N)(C#N)[C@@H]3c4ccccc4C=CN32)cc1
    -0.4	1.4	-8	-7
N#Cc1c(N)n(-c2ccc(I)cc2)c2nc3ccccc3nc12
    0.5	-0.8	-3	-4
O=C(CN1CCCC1)Nc1c(C(=O)C2CC2)oc2ccc(Br)cc12
    -0.1	0.3	0	2
O=c1c(Cl)c(C(F)(F)F)oc2ccccc12
    0.1	-0.5	3	-10
Cc1ccc(C(C)C)c(Oc2ccc(N3C(=O)CCCC3=O)cc2)c1
    -0.1	-1.0	5	5
CCOc1ccc(N2C(=O)CC(Sc3nc(C)cc(C(F)(F)F)c3C#N)C2=O)cc1 (stereo not given)
    0.1	-0.2	4	0
CCOC(=O)c1sc(N2N=C(C)C(N=Nc3ccccc3C(=O)O)C2=O)nc1C (stereo not given)
    0.3	0.1	6	2
CC(C)n1c(NCc2cccnc2)nc2c(Nc3ccccc3)ncnc21
    0.0	-6.1	53*	8
COc1ccccc1CCC(=O)Nc1cnn(CC(=O)N2CCc3ccccc3C2)c1
    -0.2	0.8	9	-1
COc1ccc(C(CNCCC(N)=O)N2CCCC2)cc1 (stereo not given)
    -0.1	-0.3	7	40
Cc1ccc(-c2ccccc2NC(=O)Cn2c(=O)n(Cc3cccs3)c3ncccc32)o1
    -0.1	0.1	-6	10
COC(=O)c1ccccc1NC(=O)c1sc2ncn(Cc3ccccc3F)c(=O)c2c1C
    0.2	-0.7	10	10
O=C1C(c2ccc(Cl)cc2)N(Cc2ccco2)C(=O)CN1C1CCCCC1 (stereo not given)
    -0.1	2.3	5	4

A few values from the entries so far.
For FBW7 act, Cc1ccc(C(=O)[C@H]2[C@H](c3ccccc3)C(C#N)(C#N)[C@@H]3c4ccccc4C=CN32)cc1 is listed with -0.4
For GPR151 activ, COC(=O)c1ccccc1NC(=O)c1sc2ncn(Cc3ccccc3F)c(=O)c2c1C is listed with -0.7
For GPR151 activ, O=C(CN1CCCC1)Nc1c(C(=O)C2CC2)oc2ccc(Br)cc12 is listed with 0.3
For GPR151 activ, Cc1ccc(C(C)C)c(Oc2ccc(N3C(=O)CCCC3=O)cc2)c1 is listed with -1.0

Next section.
The line under a structure holds: FBW7 act	GPR151 activ	TEAD-YAP inh	MITF inh
O=C(COc1ccccc1)Nc1ccc2oc(=O)ccc2c1
    0.1	2.4	-2	7
COc1ccc(C2CC(=O)C3=C(C2)Nc2ccccc2NC3c2ccc(OC(C)=O)cc2)cc1 (stereo not given)
    0.2	0.4	0	-2
CCOc1cc2[nH]c(=O)n(CCC(=O)NCCCOC)c(=O)c2cc1OCC
    0.0	0.1	1	17
Cc1cc(=O)oc2cc(OCC(=O)Nc3c(C(C)C)cccc3C(C)C)ccc12
    0.1	0.7	0	0
CC1CCC(NC(=O)c2ccc(Br)o2)CC1 (stereo not given)
    -0.2	-1.0	-13	1
CC1CCCc2sc3nc(SCc4ccc5c(c4)OCO5)n(-c4ccccc4)c(=O)c3c21 (stereo not given)
    0.1	1.6	6	-4
COc1ccccc1-c1coc2cc(OC(=O)C(C)C)ccc2c1=O
    0.0	2.6	-7	-9
COCCCN1C(=O)CC(CC(=O)NCCOc2cccnc2)(c2ccccc2C)C1=O (stereo not given)
    -0.2	0.0	8	-7
Cc1cc(Nc2ncc([N+](=O)[O-])s2)ccc1C(C)C
    -0.1	1.1	-14	0
Cc1ccc(-n2nc3c(c2NC(=O)c2cccc(F)c2)CS(=O)(=O)C3)c(C)c1
    0.2	-1.0	-3	12
COc1ccccc1/C=N/OC(=O)c1ccc([N+](=O)[O-])cc1
    0.0	-0.3	4	7
CCNC(=O)C(C)Oc1ccccc1C (stereo not given)
    0.1	0.2	0	-16
COC(=O)c1c(NC(=O)CSc2nnc3sc4ccccc4n23)sc2c1CCC2
    0.1	-0.9	-9	-2
Cn1ccnc1SCc1cc(=O)c(OC(=O)c2cccc([N+](=O)[O-])c2)co1
    -0.1	1.0	-2	10
Cc1cc(C)cc(NC(=O)CSc2nnc(-c3ccccc3)o2)c1
    0.0	0.6	-18	-10

Compounds above with a CF3 group, in the order listed:
The line under a structure holds: FBW7 act	GPR151 activ	TEAD-YAP inh	MITF inh
O=c1c(Cl)c(C(F)(F)F)oc2ccccc12
    0.1	-0.5	3	-10
CCOc1ccc(N2C(=O)CC(Sc3nc(C)cc(C(F)(F)F)c3C#N)C2=O)cc1 (stereo not given)
    0.1	-0.2	4	0

More records:
The line under a structure holds: FBW7 act	GPR151 activ	TEAD-YAP inh	MITF inh
C=CCOC(=O)N1CCC(C(=O)NC(c2ccc(F)cc2)c2ccccn2)CC1 (stereo not given)
    0.0	1.9	7	5
C=CCSC1=C(C#N)C(c2ccc(Cl)cc2Cl)CC(=O)N1 (stereo not given)
    0.1	5.5*	-5	6
COc1ccc(NC(=O)COc2ccc(C)c(C)c2)cc1
    0.3	0.5	-11	2
O=C(Nc1ccccc1)N(Cc1ccccc1)C1CCS(=O)(=O)C1 (stereo not given)
    0.0	-0.4	-11	-14
COc1ccc2oc(=Nc3ccc(-c4nc5ccc(C)cc5s4)cc3)c(C(=O)Nc3ccccc3)cc2c1
    0.0	0.1	-33	-10
Cc1cc(=O)nc2c3ccccc3n(CC(=O)NCCN3CCN(C)CC3)n12
    -0.2	0.2	-1	2
Cc1nn(CC(=O)NCc2ccccc2Cl)c(=O)c2nccn12
    0.6	-0.7	12	6
COc1ccc(S(=O)(=O)Nc2ccc(Br)cc2F)cc1Cl
    0.0	0.3	-3	8
CCn1c(C)[n+](CC)c2ccc(S(=O)(=O)Nc3ccccc3)cc21
    0.0	-0.5	13	6
Cc1nc(NC2CCN(C(=O)N3c4ccccc4Sc4ccccc43)CC2)[nH]c(=O)c1C
    -0.2	-0.6	31	0
Cc1ccc(N2NC(=O)/C(=C\c3ccc(-c4ccc([N+](=O)[O-])cc4)o3)C2=O)cc1
    0.7	-1.3	10	2
CCCNc1ncnc2nc(-c3cccc(N)c3)[nH]c12
    -0.1	-1.1	-12	7
O=C1Nc2cc(C(=O)N3CCc4ccccc4C3)ccc2NC1CS(=O)(=O)Cc1cccc(Cl)c1 (stereo not given)
    -0.1	1.3	-1	1
CS(=O)(=O)n1nc(-c2ccccc2)nc1N
    -0.4	-0.6	-4	2
COc1cccc(C(=O)N(Cc2ccccc2)c2ccccn2)c1
    0.1	0.2	-12	-13

(listing goes on)
SMILES	FBW7 act	GPR151 activ	TEAD-YAP inh	MITF inh
COC(=O)c1c(NC(=O)Cn2cc([N+](=O)[O-])cn2)sc2c1CCC(C(C)(C)C)C2 (stereo not given)	0.0	0.5	4	-2
COc1ccc(NC(=O)CCCn2c3ccccc3c(=O)c3ccccc32)cc1Cl	0.4	0.7	-5	0
C/C(=N/NC(=O)c1c[nH]c2ccccc12)c1cccc(NC(=O)c2ccco2)c1	0.0	1.5	-33	-2
COC(=O)C(CC(C)C)NC(=O)CSC1=NC(=O)C(c2ccccc2)C(=O)N1 (stereo not given)	0.2	5.6*	0	5
COc1cccc(C(=O)Nc2cc3c4c(c2)CCN4C(=O)CC3)c1	-0.1	1.0	4	1
COCCN1C=C(C(=O)OC)C(c2ccc(OC)c(OC)c2OC)C(C(=O)OC)=C1	0.0	2.1	-4	-6
Cc1ccc2cccc(S(=O)(=O)N3CCCc4ccccc43)c2n1	-0.1	1.0	23	11
COc1ccc(-c2nc(SCC(=O)Nc3ccc(F)cc3)c3c(=O)n(C)c(=O)n(C)c3n2)cc1	0.9	1.1	-3	14
O=C(N[C@H]1C[C@H]2C(=O)N[C@@H](Cc3ccccc3)C(=O)N2C1)c1cccnc1Oc1ccc(Cl)cc1	0.1	-1.2	-3	-4
CCC(=O)Nc1nnc(COc2ccc(OC)cc2)s1	0.0	-1.0	-13	8
Cc1ccccc1NC(=O)/C=C/c1ccc(F)cc1	0.0	-4.4	-22	11
Cc1noc(CNC(=O)c2cc3ccccc3o2)n1	0.0	-0.8	3	-13
C=CCN(c1ccccc1)S(=O)(=O)c1cccc2cccnc12	0.0	-0.4	-3	-6
Cc1cc(OCC(=O)Nn2cnnc2)cc(C)c1Br	0.0	-0.3	-8	3
COc1cccc(C2(CC(=O)N3CCCCCC3)CC(=O)N(CCN(C)C)C2=O)c1 (stereo not given)	0.0	-0.5	-4	7
CN(C)c1ccc(CCCNS(=O)(=O)Cc2ccccc2Cl)cc1	0.0	0.5	15	23
CCn1c(SCC(=O)Nc2nc(C)c(C)s2)nnc1-c1cccnc1	0.4	1.2	0	16
O=C(N[C@H]1CCCCNC1=O)c1ccc(OC2CCN(C(=O)C3CC3)CC2)cc1	0.3	-1.0	0	8
Cc1nccn1-c1ccc(NC(=O)C2CCCN(Cc3ccc4c(c3)CCO4)C2)cc1 (stereo not given)	-0.1	0.7	2	-4
C=CCn1cnc2c(oc3ccccc32)c1=O	0.0	1.1	-10	11
CSc1ncc(CN2CCCC(N3CCC(CO)CC3)C2)cn1 (stereo not given)	0.2	1.9	9	12
COc1ccc(N2C(=O)/C(=C/c3cc(OC)c(OC)cc3[N+](=O)[O-])NC2=S)cc1	0.2	-0.2	-20	18
CCOC(=O)N1CCc2c(sc(NC(=O)c3ccc(S(=O)(=O)N4CCCc5ccccc54)cc3)c2C(N)=O)C1	0.0	-0.4	3	3
Cc1sc2ncnc(Oc3cccc4cccnc34)c2c1C	-0.1	-0.7	-7	-4
CC1CCCCC1NS(=O)(=O)c1ccc(-n2cnnn2)cc1 (stereo not given)	0.0	-0.4	10	6
Cn1c(Cc2ccccc2)nnc1SCC(=O)N1CCN(c2ccccc2)CC1	0.1	0.1	13	4
CC(C)(C)n1cccc1C=C1C(=O)NC(=O)NC1=O	0.1	-1.4	17	9
COc1cc(Nc2cccc(C(=O)NCc3ccccc3)c2)cc(OC)c1OC	-0.1	0.9	1	-3
Cc1cccc(NC(=O)c2c(NC(=O)C(F)(F)F)sc3c2CCCCC3)c1	-0.3	0.4	19	-16
CCc1cccc(NC(=O)Cn2c(=O)c3ccccc3n3nncc23)c1	0.3	0.5	0	13
COc1ccc(C=Nc2ccc(I)cc2)c(OC)c1	0.1	-0.2	10	-1
Cc1cc(=O)oc(C)c1C(=O)Nc1ccccc1C(=O)N1CCOCC1	0.4	-0.2	6	5
COC(=O)c1ccc(C(=O)OC)c(NC(=O)Nc2ccc(Cl)c(Cl)c2)c1	0.5	-0.1	-10	1
COc1ccc(C(=O)NCc2nnc(SCC(=O)Nc3ccccc3)o2)cc1OC	0.0	-2.6	6	18
Cc1ccccc1NC(=O)CN(Cc1ccccc1)S(=O)(=O)c1ccc(Br)cc1	-0.1	-0.3	7	-3
O=c1[nH]c(/C=C/c2cc3c(cc2Cl)OCO3)c([N+](=O)[O-])c(=O)[nH]1	0.2	0.1	5	5
CC1CCCC(C)N1C(=O)c1ccccc1 (stereo not given)	0.2	1.6	1	20
O=C(Nc1cccc(Cl)c1)NC1CCCC1	0.2	-1.4	-52	3
COc1ccc(-c2nnc(NC(=O)c3ccccc3Cl)o2)cc1	-0.1	0.8	-17	8
COc1nc(NCc2ccccc2)nc(-c2csc3ccccc23)n1	0.0	1.4	2	8

Two of the compounds above, with each value named.
> Cc1ccccc1NC(=O)CN(Cc1ccccc1)S(=O)(=O)c1ccc(Br)cc1
- FBW7 act: -0.1
- GPR151 activ: -0.3
- TEAD-YAP inh: 7
- MITF inh: -3

> O=c1[nH]c(/C=C/c2cc3c(cc2Cl)OCO3)c([N+](=O)[O-])c(=O)[nH]1
- FBW7 act: 0.2
- GPR151 activ: 0.1
- TEAD-YAP inh: 5
- MITF inh: 5
